# Bioassay records deposited in PubChem by The Scripps Research Institute Molecular Screening Center.
# GSTO1 counter – GSTO1 inhibition, counter-screen for RBBP9 inhibitors; P78417; recombinant GSTO1, activity-based probe fluorescence polarization; inhibition, % at 5.96 µM; 300,000 compounds, 1.1% hits;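 active means inhibition above the campaign mean inhibition plus 3 SD, cut at about 35% in these data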;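 further: 0% = GSTO1-1 with DMSO and 100% = wells lacking GSTO1-1 enzyme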
# Target sequence (P78417 whole entry, looked up): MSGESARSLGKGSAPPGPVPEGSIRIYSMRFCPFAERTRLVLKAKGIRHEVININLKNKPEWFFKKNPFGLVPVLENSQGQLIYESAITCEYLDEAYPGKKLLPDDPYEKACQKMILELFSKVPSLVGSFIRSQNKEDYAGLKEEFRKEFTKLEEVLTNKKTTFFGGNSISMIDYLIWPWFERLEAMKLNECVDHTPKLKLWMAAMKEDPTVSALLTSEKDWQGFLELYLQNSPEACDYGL
# pPAFAH inh – inhibitors of human plasma PAF acetylhydrolase (pPAFAH); inhibition, % at 3.39 µM; Q13093; 330,000 compounds, 1.5% hits; AID 463082; recombinant pPAFAH, FP-rhodamine probe fluorescence polarization;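 active means inhibition above the mean inhibition across the screen plus 3 SD, cut at about 25% in these data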;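 further: inhibitors block binding of the rhodamine activity-based probe so polarization drops; 0% = enzyme with DMSO and 100% = wells lacking pPAFAH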
# Target sequence (Q13093 whole entry, looked up): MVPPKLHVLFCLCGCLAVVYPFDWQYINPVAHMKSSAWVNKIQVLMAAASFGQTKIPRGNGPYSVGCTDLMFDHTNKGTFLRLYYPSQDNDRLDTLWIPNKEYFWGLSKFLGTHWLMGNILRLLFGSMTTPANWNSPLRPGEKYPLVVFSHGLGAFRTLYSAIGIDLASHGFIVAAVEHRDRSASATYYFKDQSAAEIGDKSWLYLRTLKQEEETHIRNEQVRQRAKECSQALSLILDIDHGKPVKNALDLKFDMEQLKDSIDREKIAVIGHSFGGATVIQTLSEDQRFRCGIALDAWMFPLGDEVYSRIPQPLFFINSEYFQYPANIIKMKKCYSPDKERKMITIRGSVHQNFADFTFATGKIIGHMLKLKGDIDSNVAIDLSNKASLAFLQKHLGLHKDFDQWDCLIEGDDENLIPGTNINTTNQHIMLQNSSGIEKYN
# PAFAH1B3 inh – PAFAH1B3 (human) inhibition | Q15102 | recombinant PAFAH1B3, FP-rhodamine probe, fluorescence polarization | inhibition, % at 3.39 µM | 340,000 compounds, 0.28% hits;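 active means inhibition above the screen-wide average of all tested compounds plus 3 SD, cut at about 25% in these data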;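 further: 0% = enzyme with DMSO only and 100% = wells lacking PAFAH1B3 protein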
# PREPL inhibitor – inhibitors of human prolyl oligopeptidase-like enzyme PREPL; Q4J6C6; recombinant PREPL, fluorescence polarization activity-based probe; 320,000 compounds, 0.68% hits; inhibition, % at 5.96 µM; in the data active means inhibition above about 43%;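 further: 0% = enzyme with DMSO and 100% = wells lacking enzyme; many of its hits are not listed in these tables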
# PAFAH1B2 inh – PAFAH1B2 (human) inhibition; 340,000 compounds, 1.2% hits; AID 492953; recombinant PAFAH1B2, FP-rhodamine activity probe, fluorescence polarization; inhibition, % at 3.39 µM;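 active means inhibition above the mean of all tested compounds plus 3 SD, cut at about 24% in these data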;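 further: 0% = enzyme with DMSO and 100% = wells lacking PAFAH1B2; many of its hits are not listed in these tables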
# LYPLA1 inh – blocks human lysophospholipase 1, a PME1 counter-screen | 320,000 compounds, 0.16% hits | inhibition, % at 5.9 µM | O75608 | recombinant LYPLA1, FP-Rh probe fluorescence polarization;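 active means inhibition above the mean of all tested compounds plus 3 SD, set per campaign, cut at about 14% in these data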;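 further: inhibitors block serine hydrolase probe labeling of LYPLA1 so polarization falls; 0% = enzyme with DMSO and 100% = wells lacking LYPLA1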
# PAFAH2 inh – PAFAH2 (human) inhibition; Q99487; recombinant PAFAH2, FP-rhodamine activity probe, fluorescence polarization; inhibition, % at 3.39 µM; 340,000 compounds, 0.99% hits;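 active means inhibition above the mean over all tested compounds plus 3 SD, cut at about 30% in these data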;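 further: inhibitors block probe labeling of enzyme so polarization drops; 0% = enzyme with DMSO and 100% = wells lacking PAFAH2 protein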
# PAD4 inh – blocks human protein arginine deiminase 4 | recombinant PAD4, RCA probe fluorescence polarization | 330,000 compounds, 0.41% hits | Q9UM07 | inhibition, % at 6.36 µM | AID 485272;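 active means percent inhibition above a cutoff equal to the mean of all tested compounds plus 3 SD, cut at about 15% in these data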;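 further: 0% = PAD4 with RCA probe and DMSO and 100% = probe without PAD4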
# LYPLA2 inh – LYPLA2 (human) inhibition in PME1 counter-screen; recombinant LYPLA2, FP-Rh probe fluorescence polarization; O95372; 320,000 compounds, 0.38% hits; AID 2177; inhibition, % at 5.9 µM;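 active means inhibition above the screen-wide mean plus 3 SD, limit set per campaign, cut at about 26% in these data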;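 further: 0% = LYPLA2 with DMSO and 100% = wells lacking LYPLA2 enzyme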
# Target sequence (O95372 whole entry, looked up): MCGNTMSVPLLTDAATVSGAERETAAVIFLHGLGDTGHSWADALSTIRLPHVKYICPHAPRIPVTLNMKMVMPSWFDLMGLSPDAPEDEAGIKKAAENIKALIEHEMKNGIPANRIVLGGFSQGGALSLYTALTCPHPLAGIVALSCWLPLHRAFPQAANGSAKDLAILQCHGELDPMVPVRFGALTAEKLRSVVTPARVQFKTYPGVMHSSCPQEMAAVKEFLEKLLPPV
# Active calls of the source: *; / = no result given.
no.	Structure	GSTO1 counter	pPAFAH inh	LYPLA2 inh	PAFAH1B2 inh	PREPL inhibitor	PAD4 inh	PAFAH1B3 inh	PAFAH2 inh	LYPLA1 inh
1	O=C(CCn1c(=O)c2sccc2n(CC(=O)NCc2ccco2)c1=O)NCc1ccccc1	9	5	3	4	7	0	17	-10	0
2	CCOC(=O)C(NCCc1ccccc1F)(NC(=O)CC)C(F)(F)F (stereo unspecified)	4	3	6	-1	5	1	16	-4	0
3	O=C(Nc1nnc(-c2ccco2)o1)c1ccc2ccccc2c1	-38	2	-3	0	4	1	12	1	1
4	CC1=NN2C(=N)/C(=C\c3cc(C)n(-c4ccc(C)cc4)c3C)C(=O)N=C2S1	-2	4	-1	-6	0	5	2	-5	-3
5	Cc1noc(C)c1COc1ccc(C(=O)OCC(=O)c2ccc3c(c2)OCCO3)cc1	-7	4	5	4	-1	6	6	3	-3
6	Cc1cc(NC(=O)c2cc(-c3ccc(Br)cc3)on2)no1	-9	-1	-1	-4	-4	-2	5	6	2
7	COc1cc(NC(=S)NC(=O)c2ccc(C(C)(C)C)cc2)ccc1NC(=O)c1cccs1	-1	-1	9	-8	-2	0	-5	-12	-1
8	COC(=O)c1ccccc1NC(=S)NC(=O)COc1ccccc1Cl	1	-5	1	3	9	-3	5	-6	-6
9	COc1ccccc1NS(=O)(=O)c1cccc(C(=O)N2CCN(C/C=C/c3ccccc3)CC2)c1	-4	11	3	10	36	1	8	5	2
10	CCOc1ccc(CCNC(=O)COC(=O)c2cc([N+](=O)[O-])ccc2N2CCOCC2)cc1OCC	4	-5	-8	3	0	-5	7	5	-5
11	O=S(=O)(c1ccc(SCc2ccccc2F)nc1)N1CCCC1	/	8	4	8	10	-1	3	3	-4
12	COC(=O)[C@@H]1C[C@H]2CC[C@H](O)C[C@H]2N1Cc1ccc(C(C)(C)C)cc1	20	3	-2	8	5	-5	-2	-7	-7
13	O=C(CC(Nc1ccc(F)cc1)C(=O)OCC(=O)c1cccs1)c1ccccc1 (stereo unspecified)	2	3	-3	2	-12	-1	8	2	-6
14	CCOC(=O)CSc1ccc(S(=O)(=O)N2CCC(C)CC2)cc1[N+](=O)[O-]	9	4	-1	26*	1	-5	10	0	5
15	CC(C)(C)c1cc2nc3c(c(=O)n2[nH]1)CN(Cc1ccccc1)C3=O	-2	7	3	/	5	5	/	/	1
16	Cc1oc2ccc(OS(C)(=O)=O)cc2c1C(=O)OC(C)C	0	5	-3	-2	5	-2	8	4	4
17	CCc1nc2nc(C)c(NS(=O)(=O)c3ccc(Br)s3)c(=O)n2[nH]1	-15	-4	-9	3	-4	1	-1	1	0
18	CCCCn1c(NC(=S)Nc2ccccc2)nc2ccccc21	-4	4	2	4	-3	-5	12	-8	-3
19	COc1ccc(S(=O)(=O)N2CCN(c3ccc(F)cc3)CC2)cc1C(=O)N1CCOCC1	-1	5	2	2	9	5	3	-4	0
20	N#Cc1ccc(N2Cc3ccccc3C2=NC(=O)c2cccnc2Cl)cc1	1	3	4	3	1	-6	-1	-3	-2
21	CCOc1ccc(NC(=O)Cn2cc(C(C)=O)c3ccccc32)cc1	7	2	0	6	6	-5	5	4	-1
22	Cc1ccccc1C(=O)NNC(=O)CSc1nc(-c2ccccc2)cc(=O)[nH]1	5	1	-3	1	-7	-7	4	0	-2
23	CCc1cc2ccc(OC)cc2nc1SCC(=O)Nc1cc(C)on1	-6	5	7	-1	5	-6	-4	8	2
24	CC(=O)c1cnn(-c2cc(Oc3ccc(F)cc3)ncn2)c1C	-4	3	9	4	-5	2	3	0	3
25	Cc1ccc(C(=O)NCCNC(=O)c2ccc(C)o2)o1	-2	0	6	1	10	-2	-10	-3	4
26	CC(=O)OCC(=O)[C@H]1CC[C@H]2[C@@H]3CC=C4C[C@@H](O)CC[C@]4(C)[C@H]3CC[C@]12C	-1	-2	2	-4	9	-2	-4	-9	3
27	COC(C(=O)NCc1ccc(C)cc1)c1ccccc1 (stereo unspecified)	7	2	-4	0	-1	-1	-6	-5	-1
28	O=C(COC(=O)c1ccc2[nH]c3c(c2c1)CCCC3)NC1CCS(=O)(=O)C1 (stereo unspecified)	-4	-1	-3	7	8	-11	4	14	1
29	Cc1ccc(S(=O)(=O)N2CCN(S(C)(=O)=O)C2)cc1	3	2	1	5	7	-1	0	-2	2
30	CNC(=O)c1cc(C(=O)c2c(Cl)cccc2Cl)c[nH]1	-3	18	-1	3	2	-1	0	1	1
31	Clc1ccc(-c2nc(Cc3ccccc3Cl)no2)cc1	8	3	-1	5	-2	-2	-6	-2	1
32	COc1cc(/C(C)=N/N2CCN(c3ccccc3OC)CC2)ccc1O	11	-3	-2	0	11	-1	0	1	-2
33	Cc1ccc(Nc2nc(N)nc(-c3oc4ccccc4c3C)n2)cc1	1	-1	-15	0	4	-5	2	-2	-7
34	FC(F)Sc1ccc(N=C2NN=C(c3ccc4c(c3)OCCO4)CS2)cc1	8	6	13	4	16	-23	0	4	-10
35	CN(C)C(=O)c1ccccc1-c1ccccc1	3	-2	1	0	14	0	5	-13	4
36	CCc1ccc(N2CCN(CCNC(=O)Nc3ccc(OC)cc3)CC2)cc1	4	2	9	2	1	2	3	-5	7
37	O=C(COC(=O)C1Cc2ccccc2CN1C(=O)c1ccccc1)Nc1ccc(SC(F)F)cc1 (stereo unspecified)	-2	6	-6	-3	2	2	-6	-2	-9
38	Cc1cccn2c(CN(C)C3CCOC3)c(C(=O)N3CCCCC3)nc12 (stereo unspecified)	10	-1	5	2	9	2	4	8	3
39	CCOC(=O)CN1N=C(/C=C/c2ccc(OC)cc2)CCC1=O	-4	3	2	0	1	-4	3	2	0
40	Cc1cc(C(=O)Nc2ccccc2C(=O)N2CCCCC2)ccc1[N+](=O)[O-]	8	2	0	2	20	3	-1	8	-1
41	CC1Cc2ccccc2N1c1ncnc(N)c1[N+](=O)[O-] (stereo unspecified)	-2	0	7	6	17	-2	5	-6	3
42	CCCCCn1c(CN2CCN(Cc3ccccc3)CC2)nc2c1c(=O)[nH]c(=O)n2C	-4	-2	2	6	2	-2	0	-6	-1
43	Nc1nc(-c2ccc3c(c2)NC(=O)CO3)cs1	-2	6	-5	2	3	-4	1	9	-3
44	CN(CC(=O)Nc1ccccc1Cl)CC(=O)c1c(N)n(Cc2ccccc2)c(=O)n(C)c1=O	/	2	-5	1	2	1	8	-10	-1
45	O=C(Cc1c(F)c(F)c(F)c(F)c1F)Nc1nc(-c2ccccc2)cs1	2	-33	-38	-1	-24	1	5	-9	-28
46	CC(Sc1nnc(Cc2cccs2)n1C1CCCCC1)C(N)=O (stereo unspecified)	0	4	2	0	-12	0	-3	-2	-1
47	Cc1ccc(NC(=O)CC2S/C(=N/N=C/c3c[nH]c4ccccc34)NC2=O)cc1 (stereo unspecified)	1	13	-1	1	1	-1	7	3	-3
48	CCc1ccc(N2CC(C(=O)N/N=C/c3ccccc3OC)CC2=O)cc1 (stereo unspecified)	2	4	-1	0	-5	-2	5	-7	2
49	CC(=O)N1N=C(c2ccc(Br)cc2)CC1c1cn(C)c2ccccc12 (stereo unspecified)	0	8	4	-1	26	-7	4	-5	0
50	Cc1ccc(OCCSc2nc(NC(C)C)nc(NC(C)C)n2)cc1	3	2	-4	2	5	-4	4	-2	-5

# The listing continues:
no.	Structure	GSTO1 counter	pPAFAH inh	LYPLA2 inh	PAFAH1B2 inh	PREPL inhibitor	PAD4 inh	PAFAH1B3 inh	PAFAH2 inh	LYPLA1 inh
51	COc1ccc(-c2nc3ccccc3c(=O)n2CCOc2ccc(C)cc2C)cc1	0	5	-2	-1	1	-4	-3	-1	-2
52	C[C@@H](C(=O)Nc1ccc2ccccc2c1)[C@H]1C[C@]1(C)[C@H](NS(=O)(=O)c1ccc(-c2ccccc2)cc1)c1ccccc1	10	-24	-41	/	2	1	/	/	-20
53	COc1ccccc1C(=O)NCCc1nc2ccccc2[nH]1	1	1	-6	1	-5	1	0	-8	-6
54	CCN(C(=O)CSc1ncccc1C(=O)O)C1CCCCC1	2	-7	6	29*	-5	-3	6	-5	2
55	CCc1ccc2nc(N(CCN(C)C)C(=O)c3ccc4ncsc4c3)sc2c1	0	5	16	6	-11	11	9	-3	5
56	CN1CCN(CCNC(=O)Nc2ccc([N+](=O)[O-])cc2)CC1	-5	-1	-1	0	3	1	5	0	-1
57	Cc1ccc(C(=O)Nc2cc3c(cc2N2CCCCC2)n(C)c(=O)n3C)cc1	-1	12	2	3	14	0	8	3	-1
58	COc1ccc(-n2c(SCC#N)nc3c(sc(=S)n3-c3ccccc3)c2=O)c(OC)c1	-3	6	0	3	7	6	6	7	1
59	O=C(NC1CCCC1)C(c1cccnc1)N(Cc1ccccc1F)C(=O)c1csnn1 (stereo unspecified)	8	-3	2	4	-10	1	-6	5	-3
60	CC1CCCN(C(=O)COc2ccc(Nc3ccccc3)cc2)C1 (stereo unspecified)	13	14	6	5	24	0	10	-4	3
61	CCOC(=O)C1CCN(C(=O)CCc2nnc3ccc(N4CCC(C)CC4)nn23)CC1	10	6	7	7	1	0	0	3	6
62	C/C(=N\NC(=O)c1ccc2c(c1)OCO2)c1ccc(O)cc1	-6	2	5	0	0	0	-1	-2	-5
63	Nc1nnc2c(C(F)(F)F)nc3ccccc3n12	5	1	3	4	1	-1	7	-4	-2
64	COc1ccc(C2(C)NC(=O)N(CC(=O)c3cc(C)n(C4CC4)c3C)C2=O)cc1OC (stereo unspecified)	/	4	2	4	12	4	15	1	0
65	CCN(CC)S(=O)(=O)c1ccc2oc(C(=O)NC(C)C)c(C)c2c1	-51	-3	4	3	-6	1	-4	-7	-2
66	CN(C)c1ccncc1C(=O)Nc1ccc(F)cc1F	1	1	-1	-1	0	2	6	-5	-1
67	Cc1ccc(-n2ncc3c2CCCC3NC(=O)CCN2CCCC2=O)cc1C (stereo unspecified)	2	14	8	2	-1	-4	3	24	-1
68	CSc1nc2nccc(/C=C\c3ccccc3)n2n1	-18	-2	7	2	-42	0	5	-7	5
69	COc1cccc(OCc2ccc(C(=O)NCC3CCCO3)cc2)c1 (stereo unspecified)	-8	5	12	1	9	-4	6	3	6
70	O=C(CN1CCOCC1)N/N=C/c1ccc(-c2ccc(C(=O)O)cc2)o1	6	1	-1	9	-5	0	3	-7	-1
71	CC(C)NC(=O)COc1nncc2ccccc12	3	6	3	3	-4	-2	1	4	2
72	O=C(CSc1ncnc2c1nnn2Cc1ccccc1)NC1CCCCC1	-2	2	-5	0	1	2	8	0	-3
73	COc1ccccc1N(C(=O)c1snc(C(N)=O)c1N)C(C(=O)NCCC(C)C)c1ccco1 (stereo unspecified)	-1	0	-4	-1	3	-3	4	2	1
74	COc1ccc(CCNC(=O)c2ccc(CSc3ccccc3)o2)cc1	-7	25*	-3	16	-35	-2	0	-4	2
75	O=C(O)c1ccc2c(=O)n3c(nc2c1)/C(=C/c1ccc(Cl)c([N+](=O)[O-])c1)CC3	1	-6	8	9	4	0	0	-6	4
76	O=C1CCc2ccccc2N1	-4	6	2	5	-33	-4	-4	4	2
77	COc1ccc(S(=O)(=O)N2CCN(C)CC2)cc1NC(=O)c1ccccc1	5	1	3	3	3	2	2	-13	0
78	CCN(CC(=O)Nc1ccccc1OC)C(=O)CN1C(=O)NC(C)(c2ccccc2)C1=O (stereo unspecified)	/	-1	-2	4	13	1	2	-2	-1

# Only part of the results is shown, so the mix of outcomes need not match the whole.
